# High-throughput results: PubChem BioAssay, Small Molecule Screening Facility, UW Madison
# RMI-FANCM inh: RMI-FANCM interaction inhibition | Fluorescence polarization, RMI core complex with F-MM2 peptide; stronger effect = lower value | FP signal (polarization) at 33 µM | 70,000 compounds, 0.58% hits | AID 1159607; in the data active = FP signal below about 40; also: inactives centre near 61; strong numbers were not always called active; unit not given here
# An asterisk follows results filed as active; & = joins results of further samples. Only part of the results is shown; count on the stated rates, not on these rows.
SMILES	RMI-FANCM inh
Cc1nnc(SCCn2c(N3CC(C)CC(C)C3)nc3c2c(=O)[nH]c(=O)n3C)s1 (stereo unspecified)	56
COc1cccc(CCNC(=O)Cc2csc(NC(=O)c3ccc[nH]c3=O)n2)c1	59
COc1ccc2c(c1)c(CC(=O)OCC(=O)OCc1ccccc1)c(C)n2C(=O)c1ccc(Cl)cc1	58
CCOC(=O)c1nn(-c2ccccc2)c2nc(=O)c(C#N)c(-c3ccccc3)n12	54
O=C(Nc1nc2ccc3ccccc3c2s1)C1CC1	57
COc1ccc(C(=O)/C=C/c2ccc(-c3ccc(F)cc3)o2)cc1	78
COC(=O)c1sc2ccccc2c1NC(=O)c1ccc([N+](=O)[O-])o1	64
O=C(NCc1ccccn1)C1CCCN(c2ccc(-c3ccc(F)cc3)nn2)C1 (stereo unspecified)	62
CC(C)NC(=O)CCCCn1c(=O)c2ccccc2n(Cc2ccccc2Cl)c1=O	69
O=C(Nc1c(-c2ccccc2)nc2ncccn12)c1cc2ccccc2oc1=O	58
COc1ccccc1C(=O)NNc1nnc(Cc2ccc(C)cc2)c(=O)[nH]1	57
O=C(COc1ccccc1F)NNC(=O)c1ccc(=O)n(Cc2ccc(Cl)cc2)c1	62
CS(=O)(=O)c1ccc(-c2ccc(NS(=O)(=O)c3ccccc3[N+](=O)[O-])cc2)nn1	80
CCN(CC)CCCNC(=O)c1nnc2n(c1=O)CCN2c1ccc(OC)cc1	62
O=C(CN1C(=O)CCC1=O)Nc1nnc(-c2cc(Cl)ccc2Cl)o1	67
O=C(Nc1nnc(-c2cc3ccccc3o2)o1)c1cc2ccccc2oc1=O	57
Nc1ccccc1Sc1ccc(-c2cnc3ccccc3n2)cc1[N+](=O)[O-]	52
CC1CC(=O)N(C)c2ccccc2S1(=O)=O (stereo unspecified)	49
O=C(Cc1csc2nc(-c3ccccc3)cn12)Nc1ccccc1Cl	64
COC(=O)c1ccsc1NC(=O)c1ccc2ccccc2c1	72
CS(=O)(=O)N1CCCC(C(=O)N2CCN(c3ccccc3)CC2)C1 (stereo unspecified)	65
COc1ccc(N2CCN(CCNC(=O)C(=O)Nc3ccc(C)c(Cl)c3)CC2)cc1	66
Cc1cccc(CSC2=NCCN2C(=O)COc2ccc3ccccc3c2)c1	77
Cc1ccccc1C(=O)N1CCN(c2ccc3nnc(-c4ccco4)n3n2)CC1	69
COc1ccc(-c2ccc(=O)n(Cc3nc(-c4ccccc4C)no3)n2)cc1OC	65
Cc1ccccc1-c1nc(S(=O)(=O)c2ccc(F)cc2)c(N2CC(C)OC(C)C2)o1 (stereo unspecified)	62
Cc1cccc(S(=O)(=O)Nc2cccc(C(F)(F)F)c2)c1	51
O=C(CSc1cc(C(F)(F)F)nc2ccccc12)NNC(=O)c1ccc(Cl)cc1	59
O=C(COc1ccc(C2=NCCS2)cc1)Nc1ccc(Cl)cc1	56
CCOC(=O)c1cnc2c(S(=O)(=O)C(C)C)csc2c1Sc1cccc(Cl)c1	57&55
CCCNC(=O)c1ccc2c(=O)n(CCc3ccccc3)c(SCC#N)nc2c1	94
CCN1CCN(c2nc3ccccc3nc2C(C#N)S(=O)(=O)c2cccs2)CC1 (stereo unspecified)	69
COc1ccc2nc(N(CC3CCCO3)C(=O)c3cc(C)no3)sc2c1 (stereo unspecified)	73
COc1ccc(OCC(=O)NCCN2CCN(c3ccc(OC)cc3)CC2)cc1	62
CCCN1CCCc2cc(CCNC(=O)C(=O)Nc3ccc(OC)cc3OC)ccc21	77
CC1C(=O)NCCN1C(=O)c1cccs1 (stereo unspecified)	60
CC1=C(C(=S)Nc2ccccc2)C(c2ccccc2)NC(=O)N1 (stereo unspecified)	61
O=C(NCCN1CCN(c2ccccc2)CC1)C1CCCC1	65
COc1ccc(-n2c(C)nc3ccc(NC(=O)Nc4cccc(Cl)c4C)cc3c2=O)cc1	63
Brc1ccccc1-c1nn[nH]n1	56

# Five records drawn at random from the list so far, as already listed:
SMILES	RMI-FANCM inh
Cc1ccccc1C(=O)N1CCN(c2ccc3nnc(-c4ccco4)n3n2)CC1	69
COc1ccc2c(c1)c(CC(=O)OCC(=O)OCc1ccccc1)c(C)n2C(=O)c1ccc(Cl)cc1	58
CCOC(=O)c1cnc2c(S(=O)(=O)C(C)C)csc2c1Sc1cccc(Cl)c1	57&55
O=C(COc1ccccc1F)NNC(=O)c1ccc(=O)n(Cc2ccc(Cl)cc2)c1	62
COc1ccc(C(=O)/C=C/c2ccc(-c3ccc(F)cc3)o2)cc1	78

# (further entries)
SMILES	RMI-FANCM inh
Cc1cccc2sc(N(CCCN3CCOCC3)C(=O)/C=C/c3cccs3)nc12	54
COc1ccc(NC(=S)NCCNC(=O)OC(C)(C)C)c(OC)c1	51
C#CC(C)OC(=O)Nc1cnccc1C(F)(F)F (stereo unspecified)	54
CCCCCC(C)N (stereo unspecified)	64
O=C(Nc1ccccc1)NC1CCCC1	48
CN(C)c1ccc(/C=N\NC(=O)CCCOc2ccc(Cl)cc2Cl)cc1	57
CCOC(=O)c1sc(SCc2ccc(Cl)cc2)c2c1-c1sccc1N(C)S2(=O)=O	58
CCOC(=O)c1c(O)c2ccccc2oc1=O	59
Cc1cc(C(=O)Nc2ccccc2S(C)(=O)=O)n(C)n1	65
O=C(N/N=C\c1ccc(Cl)cc1Cl)c1n[nH]c2c1CCC2	86
Nc1ncnc2c1nc(Br)n2C1OC2COP(=O)(O)O[C@@H]2C1O (stereo partly specified)	51
CCN(CC)CCN(C(=O)/C=C/c1cccs1)c1nc2ccc(F)cc2s1	82
O=C(CCn1cnc2c(cnn2-c2ccc(F)cc2)c1=O)N1CCc2ccccc2C1	75
COc1ccc2nc(-c3ccc(Cl)c(NC(=O)c4ccco4)c3)cn2n1	103
CC(C)C1CCC(C(=O)N[C@H](Cc2ccccc2)C(=O)O)CC1 (stereo partly specified)	60
CCOC(=O)c1ccc(NC(=O)CC2SC(=Nc3cccc(C(F)(F)F)c3)NC2=O)cc1 (stereo unspecified)	61
Cc1ccc2nc(N(CCCN3CCOCC3)C(=O)c3cc(C)on3)sc2c1	62
O=C(Nc1cc2ccccc2cc1NC(=O)c1ccc(N2C(=O)CCC2=O)cc1)c1ccc(N2C(=O)CCC2=O)cc1	57
COc1ccc(CCN=C(C)c2cc(Cl)cc(Cl)c2O)cc1OC	54
COc1ccc2[nH]c(C(=O)NCCSCc3ccc(F)cc3)cc2c1	65
O=C(Cc1ccc([N+](=O)[O-])cc1)NCCOc1cccc(C(F)(F)F)c1	61
CC(C)(C)C(=O)NCC1COc2ccccc2O1 (stereo unspecified)	57
CCn1ccc(C(=O)Nc2nc(-c3ccccc3)c(C(=O)c3ccccc3)s2)n1	63
C=CCSc1n[nH]c(=O)n1C1CCCCC1	62
Cn1cc(C(=O)Nc2ccc(F)c(Cl)c2)c(N)n1	48
C/C(=N/OC(=O)Nc1ccccc1)c1sc2ccccc2c1C	61
COc1ccc(-c2nn(-c3ccccc3)cc2/C=C2\SC(N3CCOCC3)=NC2=O)cc1C	64
CCn1ccnc1N1CCN(C(=O)COc2ccc(Cl)cc2Cl)CC1	60
CCOC1O[C@H]([C@@H](COCc2ccccc2)OCc2ccccc2)[C@H](OCc2ccccc2)[C@H]1O (stereo partly specified)	51
CN1CCN(C(CNC(=O)Nc2ccc(Cl)cc2)c2ccc(F)cc2)CC1 (stereo unspecified)	65&55
O=C(c1ccc([N+](=O)[O-])o1)N1N=C(c2cccs2)CC1c1ccccc1O (stereo unspecified)	52
NC(=O)C1CCN(C(=O)Cc2csc(Nc3ccc(OC(F)(F)F)cc3)n2)CC1	65
COc1cc(/C=N\n2c(C)nc3c(ncn3-c3ccccc3)c2=O)cc(OC)c1OC	86
CC1=C(C)CC(C(=O)Nc2ccc3c(c2)OCO3)C(C(=O)O)C1 (stereo unspecified)	43
COc1ccc(S(=O)(=O)Nc2nc(CCC(=O)NCc3ccco3)cs2)cc1	54
O=C(COc1ccc2ccccc2c1)NCC1COC2(CCCC2)O1 (stereo unspecified)	52
CCCS(=O)(=O)c1cscc1NC(=O)c1c(-c2c(F)cccc2Cl)noc1C	46
Cn1c(Cn2c3ccccc3c3ccccc32)nnc1SCC(=O)O	54
COc1cccc(CC(=O)NNC(=O)c2ccc(-c3cccs3)s2)c1	58
O=S(=O)(CN=C(NC(=S)Nc1ccccc1)c1ccccc1)c1ccc2ccccc2c1	60

# A different layout for some results above.
Cn1cc(C(=O)Nc2ccc(F)c(Cl)c2)c(N)n1
- RMI-FANCM inh: 48
C/C(=N/OC(=O)Nc1ccccc1)c1sc2ccccc2c1C
- RMI-FANCM inh: 61
COc1ccc(-c2nn(-c3ccccc3)cc2/C=C2\SC(N3CCOCC3)=NC2=O)cc1C
- RMI-FANCM inh: 64

# (further entries)
SMILES	RMI-FANCM inh
Cc1ccc(S(=O)(=O)Oc2cccc3cccnc23)cc1	58
O=[N+]([O-])c1ccc(-c2csc(COc3ccc(C4SCCS4)cc3)n2)cc1	54
Cn1nnc2c(N3CCN(Cc4ccc5c(c4)OCO5)CC3)ncnc21	53
O=C(O)/C=C/C(=O)Nc1ccccc1SCc1ccccc1Cl	55&56
O=C(C1CCCC1)N1CCc2ccc(NS(=O)(=O)c3ccc(Cl)s3)cc21	64
O=C(O)CSCC(=O)Nc1ccc2c(c1)C(=O)OC2	54
CC(=O)O[C@H]1CC[C@@]2(C)C(CC[C@]3(C)C2C(=O)C=C2[C@@H]4C[C@@](C)(C(=O)O)CC[C@]4(C)CC[C@]23C)C1(C)C (stereo partly specified)	58
O=C(CSc1ccccc1)N1c2ccccc2Sc2ccccc21	55
Cc1cc2c(c(=O)[nH]1)C1(C(=O)Nc3ccccc31)C(C#N)=C(N)O2 (stereo unspecified)	53
CCOc1ccc(S(=O)(=O)Nc2ccc3c(c2)CN(C(=O)C2CC2)CC3)cc1F	66
CCc1nnc2ccc(N3CCN(S(=O)(=O)c4ccc(C)s4)CC3)nn12	66
O=C(O)CC12CC3CC(C1)CC(c1ccccc1)(C3)C2	60
COc1cccc(CNC(=O)Cc2cc(=O)[nH]c(SCc3ccccc3F)n2)c1	74
COc1ccccc1NC(=O)CSc1nc2c(cnn2-c2cccc(Cl)c2)c(=O)[nH]1	63
C=CCn1c(SCc2csc(C)n2)nc2sc3c(c2c1=O)CCC(C)C3 (stereo unspecified)	76
COCCCn1c(=O)c2ccccc2n(Cc2nc(-c3cccc(C(F)(F)F)c3)no2)c1=O	72
Cc1nc(SC(C)c2ccccc2)[nH]c(=O)c1CC(=O)O (stereo unspecified)	69
Cc1ccc(-c2nc3ccccc3nc2Cl)cc1	94
O=c1c(SCc2ccc([N+](=O)[O-])cc2)nccn1-c1ccc(Br)cc1	73
O=C(CSc1ccc2nnc(CCNC(=O)c3ccccc3)n2n1)NCc1ccc2c(c1)OCO2	56

# The list continues.
mol | RMI-FANCM inh
CCCOc1ccc(S(=O)(=O)Nc2ccc3c(c2)C(=O)NCCO3)cc1C | 66
Cn1ncc2c(-n3ncc(C(=O)NNC(=O)c4ccco4)c3C(F)(F)F)ncnc21 | 53
COc1ccc(C)c2sc(N(CCN(C)C)C(=O)c3ccc(S(=O)(=O)N4CCCC(C)C4)cc3)nc12 (stereo unspecified) | 91
O=C(N/N=C\c1ccccc1Cl)c1ccccc1CO | 55
COCCn1c(=NC(=O)c2ccccc2I)sc2cc(F)ccc21 | 49
CCOC(=O)c1ccc(NC(=O)c2ccccc2-c2ccccc2C(=O)O)cc1 | 61
CCN1CCN(c2nc3ccc(OC(=O)c4ccc(C#N)cc4)cc3s2)CC1 | 61
O=C(Oc1ccc(Oc2ccccc2)cc1)c1ccc([N+](=O)[O-])cc1 | 63
Cn1c(=O)n(CCN2CCOCC2)c(=O)c2c1nc1n2CCN1Cc1ccco1 | 63
COCCCNC(=O)C12CC3CC(CC(C3)C1)C2 | 54
COc1ccc2oc(C(=O)Nc3ccc(NC(C)=O)cc3)cc(=O)c2c1 | 66
COc1ccc(NC(=O)C(C)NC(=O)C23CC4CC(CC(C4)C2)C3)cc1 (stereo unspecified) | 66
Nc1ncnc2c1nc(N/N=C\c1ccc(OCc3ccccc3)cc1)n2[C@H]1O[C@@H](CO)[C@H](O)[C@@H]1O | 61
Cc1nnc(SCC(=O)Nc2ncc(Cc3ccc(Cl)cc3)s2)n1N | 59
COc1ccccc1-c1cc2nc(C)cc(=O)n2[nH]1 | 64
N=C(N)SCCN | 68
CN(C)CCN1C(=O)C(=O)C(=C(O)c2ccc(F)cc2)C1c1ccccn1 (stereo unspecified) | 56
O=C(COc1ccc(Cl)cc1)NCCn1nc(-c2ccncc2)ccc1=O | 65
Cc1ccc(C)c(S(=O)(=O)NCCN2CCN(c3ccccc3)CC2)c1 | 63
CCOc1cccc2sc(N(CCN(C)C)C(=O)c3ccnn3C)nc12 | 72
CCc1cccc(CC)c1NC(=O)CC(NCc1ccco1)C(=O)O (stereo unspecified) | 55
COc1ccc(S(=O)(=O)N2CCN=C2c2ccccc2)c2ccccc12 | 59
CC(C)(C)C(=O)N1CCc2ccc(NC(=O)COc3ccc(F)cc3)cc21 | 65
O=C(NCCN1CCOCC1)c1ccc(-n2cccn2)cc1 | 60
O=C(Nc1csc(-c2ccc(Oc3ccc(-c4nc(NC(=O)c5ccc(C(=O)c6ccccc6)cc5)cs4)cc3)cc2)n1)c1ccc(C(=O)c2ccccc2)cc1 | 25*
N/C(Cc1nc(-c2ccc(F)cc2)cs1)=N\O | 51
Cc1cc(C(=O)Nc2sccc2-c2nc3ccccc3s2)on1 | 107
Cc1nn(C2CCS(=O)(=O)C2)c2nc(-c3cccs3)cc(C(=O)NC3CCCCC3C)c12 (stereo unspecified) | 92

# Some of the entries so far, field by field.
> COc1ccc(C(=O)/C=C/c2ccc(-c3ccc(F)cc3)o2)cc1
  RMI-FANCM inh: 78
> COc1cc(/C=N\n2c(C)nc3c(ncn3-c3ccccc3)c2=O)cc(OC)c1OC
  RMI-FANCM inh: 86
> O=C(Nc1nnc(-c2cc3ccccc3o2)o1)c1cc2ccccc2oc1=O
  RMI-FANCM inh: 57
> O=C(Nc1cc2ccccc2cc1NC(=O)c1ccc(N2C(=O)CCC2=O)cc1)c1ccc(N2C(=O)CCC2=O)cc1
  RMI-FANCM inh: 57
